PGC1a acetyl inh = modulators of PGC1a acetylation; U2OS PGC1a acetylation, AlphaScreen anti-acetyl-lysine; with virally co-expressed GCN5 acetyltransferase; inhibition, % at 15.6 µM; 350,000 compounds, 0.17% hits;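 active means every replicate shows inhibition of at least 40%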;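 further: 0% = neutral control wells and 100% = positive control wells; some results beyond the cut were filed as inactive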
ERAP1 inh = blocks human ERAP1 aminopeptidase activity; AID 652197; recombinant ERAP1, Leu-AMC fluorescence, 60 min; 340,000 compounds, 0.15% hits; Q9NZ08; inhibition, % at 10.7 µM;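 active means mean replicate inhibition of at least 30%, or all replicates individually reaching that 30% level; inactive means mean below 30% and not every replicate reaching it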;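 further: 0% = neutral control wells and 100% = L-leucinethiol positive control wells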
Target sequence (Q9NZ08 whole entry, looked up): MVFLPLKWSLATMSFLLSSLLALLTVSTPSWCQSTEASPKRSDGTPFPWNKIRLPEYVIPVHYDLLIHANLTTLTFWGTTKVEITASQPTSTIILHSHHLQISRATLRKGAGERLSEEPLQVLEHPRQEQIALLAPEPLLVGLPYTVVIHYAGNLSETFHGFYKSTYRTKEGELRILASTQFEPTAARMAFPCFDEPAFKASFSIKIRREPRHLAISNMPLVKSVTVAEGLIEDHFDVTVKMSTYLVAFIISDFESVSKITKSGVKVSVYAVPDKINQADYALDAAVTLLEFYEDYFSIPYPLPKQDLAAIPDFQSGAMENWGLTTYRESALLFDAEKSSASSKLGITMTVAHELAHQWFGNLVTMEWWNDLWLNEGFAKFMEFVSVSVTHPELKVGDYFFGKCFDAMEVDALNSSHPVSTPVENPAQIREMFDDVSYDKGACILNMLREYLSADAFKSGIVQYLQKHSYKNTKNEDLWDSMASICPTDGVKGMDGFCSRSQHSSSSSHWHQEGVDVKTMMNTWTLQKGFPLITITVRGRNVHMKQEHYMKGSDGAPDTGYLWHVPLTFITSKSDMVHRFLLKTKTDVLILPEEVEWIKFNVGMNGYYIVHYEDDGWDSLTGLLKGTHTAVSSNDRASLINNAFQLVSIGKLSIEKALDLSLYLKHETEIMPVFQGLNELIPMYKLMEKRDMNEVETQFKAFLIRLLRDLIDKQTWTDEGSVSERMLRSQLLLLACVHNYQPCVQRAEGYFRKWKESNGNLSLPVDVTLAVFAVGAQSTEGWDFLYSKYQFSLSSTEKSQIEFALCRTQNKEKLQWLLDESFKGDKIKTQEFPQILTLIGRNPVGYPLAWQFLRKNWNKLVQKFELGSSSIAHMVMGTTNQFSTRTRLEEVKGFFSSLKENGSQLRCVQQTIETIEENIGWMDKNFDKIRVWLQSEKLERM
S100A4 inh HTS = S100A4-myosin IIA interaction inhibition; 360,000 compounds, 0.14% hits; P26447; S100A4/TAMRA-MyoIIA peptide fluorescence polarization; inhibition, % at 10.7 µM;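 active means mean inhibition of at least 70% across replicates, with every replicate also reaching that level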
Target sequence (P26447 whole entry, looked up): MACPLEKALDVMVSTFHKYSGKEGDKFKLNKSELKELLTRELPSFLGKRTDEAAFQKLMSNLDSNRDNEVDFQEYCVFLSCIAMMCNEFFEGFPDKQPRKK
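Compound dosing: one dose per compound; test system: human S100A4 monomer with TAMRA-labelled myosin IIA peptide; probe or stimulus: TAMRA-labelled myosin IIA heavy-chain peptide probe, 5 nM; medium: HEPES buffer with Ca2+, pH 7.2; schedule: 5 min incubation before reading; benchmarks: neutral control DMSO, positive control TFP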
LGR2 antag = Drosophila LGR2 receptor signaling inhibition; inhibition, % at 9.99 µM; HEK293 LGR2, CRE-luciferase, bursicon-stimulated, 4 h; AID 720647; 380,000 compounds, 0.35% hits;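 active means drop in luminescence signal, shown as inhibition above about 50% in the replicate tests, limit read from the data, passing the limit was not always enough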;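 further: agonist challenge used bursicon conditioned medium at about half maximal strength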
EWS-Fli inh = blocks EWS/Fli oncoprotein-driven transcription | inhibition, % at 12.6 µM | 350,000 compounds, 0.67% hits | AID 651661 | A673 NR0B1-luciferase reporter, viability-normalised;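 active means mean inhibition of at least 50% after viability correction, with every replicate also passing that limit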;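 further: firefly luciferase signal divided by Alamar Blue viability fluorescence both relative to DMSO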
PAX8 inh HTS = inhibitors of PAX8 transcriptional activity in RMG-I cells; RMG-I TPO-luciferase reporter, SteadyGlo, 24 h; inhibition, % at 12.6 µM; 360,000 compounds, 1.2% hits; AID 652154;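 active means mean replicate inhibition at least 60% with every replicate also reaching 60%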;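 further: luciferase light reporting Pax8 driven TPO promoter activity; plate controls were median of neutral control wells for no effect and mitoxantrone controls for full effect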
PglD DTNB = blocks C. jejuni PglD acetyltransferase activity. purified PglD enzyme, DTNB colorimetric CoA detection. inhibition, % at 12.5 µM. 360,000 compounds, 0.098% hits; in the data active means inhibition above about 16%, passing the limit was not always enough; further: strong numbers were not always called active
FN deposition inh = fibronectin deposition inhibition; AH1F fibroblasts, Alexa488-fibronectin deposition fluorescence, overnight; inhibition, % at 12.6 µM; AID 743247; 350,000 compounds, 0.086% hits;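 active means mean inhibition across replicates of 30% or more, regardless of how many single replicates reach that level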;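 further: positive control wells lacked labelled fibronectin entirely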
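material = AH1F fibroblast monolayer depositing Alexa488-labelled fibronectin into matrix | amount = 10000 AH1F cells/well | buffer or medium = DMEM plus 2% serum, read in PBS | incubation = 1 h cell adhesion before compound, then overnight fibronectin incubation | detection = fluorescence at 485 nm excitation, 525 nm emission | evaluation = percent inhibition as loss of matrix-bound fibronectin fluorescence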
Active calls of the source: *; nt = not tested or not shown; & = joins results of further samples; ! = not confirmed by another sample.

no.	canonical_smiles	PGC1a acetyl inh	ERAP1 inh	S100A4 inh HTS	LGR2 antag	EWS-Fli inh	PAX8 inh HTS	PglD DTNB	FN deposition inh
1	C[C@H]1CN([C@@H](C)CO)S(=O)(=O)c2ccc(C#CC(C)(C)O)cc2O[C@@H]1CN(C)C	3	1	39	24	4	nt	0	-3
2	COc1ccc(S(=O)(=O)N(C)C[C@H]2OCCCC[C@H](C)Oc3ccc(NC(=O)Nc4ccc5c(c4)OCO5)cc3C(=O)N([C@H](C)CO)C[C@H]2C)cc1	7	-4	-9	3	6	1	0	nt
3	C[C@H](CO)N1C[C@H](C)[C@H](CN(C)C(=O)CCC(F)(F)F)OCCCC[C@H](C)Oc2ccc(NS(=O)(=O)c3ccc(F)cc3)cc2C1=O	-7	5	-20	-3	-4	24	1	-6
4	O=C1CCCCC1C(Nc1ccc(Br)cc1)c1ccccc1 (stereo not given)	10	nt	nt	nt	nt	13	0	-1
5	CCCNC(=O)N(C)C[C@H]1Oc2cc(Br)ccc2S(=O)(=O)N([C@@H](C)CO)C[C@H]1C	-4	-3	-2	13	-10	nt	1	-6
6	CC(C)(C)NC(=O)CN1C(=O)/C(=C/c2ccccc2)SC1=S	-1	-1	-3	24	9	7	nt	13
7	CC1(C(=O)Nc2ccc(Cl)cc2)Cc2c(-c3cccc(C(N)=O)c3)ccnc2O1 (stereo not given)	-1	4	-1	-18	48	29	1	21
8	C[C@H]1CN([C@@H](C)CO)C(=O)Cc2cc(NS(C)(=O)=O)ccc2O[C@@H]1CN(C)C(=O)Nc1ccc2c(c1)OCO2	2	2	-2	11	-9	-28	0	nt
9	C/C=C/c1ccc(C2[C@@H]3CN(C(=O)Cc4ccccc4)C[C@H]2N3)cc1 (stereo not given in full)	1&0	-2&6	7&-4	1&-7	55*!	-5&-17	nt	-3&2
10	Cc1ccc(-n2c(=O)cc(N3CC(C)OC(C)C3)[nH]c2=O)cc1 (stereo not given)	6	2	-6	nt	1	2	6	5
11	COc1ccc(NC(=O)c2cccc(Oc3ccc([N+](=O)[O-])cc3Cl)c2)cc1	nt	-3	-7	8	30	12	nt	8
12	CCOc1ccc(NC(=O)CCCOc2cc(=O)n(C)c3ccccc23)cc1	8	nt	nt	nt	nt	-1	4	-1
13	CCOc1ccc(C(=O)CCC(=O)NNC(=O)c2ccccc2O)cc1	nt	-1	5	12	3	12	nt	8
14	CCc1nc2ccc(C(=O)NCCN3CCNC3=O)cn2c1N(C)Cc1ccc(OC)cc1	nt	-2	3	-7	-9	-12	1	-3
15	CCOC(=O)N1CCC(NC(=O)c2csc3c2CCCC3)CC1	17	4	2	3	-7	-4	-2	5
16	COc1ccccc1OCC(=O)Nc1ccc(S(=O)(=O)N2CCOCC2)cc1	-4	-3	-6	-2	-4	1	-1	0
17	N#C[C@H]1[C@@H](c2ccccc2C2=CCCCC2)[C@H](CO)N1S(=O)(=O)c1ccccc1	10	-2	2	4	6	-6	nt	-4
18	CCc1ccc(CCC(=O)Nc2ccc(C(=O)O)cc2)o1	2	-2	-5	-11	nt	-6	nt	15
19	CCN(CC)C(=O)C1CCCc2c1[nH]c1ccc(Cl)cc21 (stereo not given)	1	nt	-1	-4	-17	3	1	-10
20	S=c1[nH]nc(-c2ccc3c(c2)OCO3)n1-c1ccccc1	6	nt	nt	10	nt	10	2	0
21	COc1ccccc1CCC(=O)NNC(=O)Cn1nc(C)cc1C	nt	-3	-20	-1	6	4	-2	4
22	CC(C)NC(=O)N(C)C[C@@H]1OCCCC[C@H](C)Oc2ccc(N(C)C)cc2C(=O)N([C@@H](C)CO)C[C@H]1C	-5	-1	2	nt	nt	2	2	nt
23	N#Cc1c(-c2ccc(Cl)cc2)cc(-c2cccs2)nc1SCC(=O)O	nt	-1	-10	-30	8	0	nt	-6
24	COC(=O)N(C)C[C@@H]1OCc2ccccc2-c2c(n(C)c3ccccc23)C(=O)N([C@H](C)CO)C[C@H]1C	-2	-1	0	4	-6	nt	3	4
25	COc1ccc(S(=O)(=O)N(C)C)cc1NC(=O)COC(=O)c1n[nH]c2ccccc12	nt	-1	4	11	-9	-1	-2	-12
26	Cn1c(Cc2ccccc2)nc(=O)c2ccccc21	4	-1	-8	-6	5	nt	-1	nt
27	COc1cc(CN2[C@@H]3CNC[C@H]2C3c2ccc(-c3cccnc3)cc2)cc(OC)c1 (stereo not given in full)	-2	-1	2	-26	5	10	nt	-16
28	COc1ccc(NC(=O)CSc2nccn2C)c([N+](=O)[O-])c1	-4	4	-1	-17	-4	-31	nt	-20
29	Cc1occc1-c1nnc(SCC(=O)NC(C)(C)C)n1C(C)c1ccccc1 (stereo not given)	-4	nt	nt	nt	nt	13	2	-1
30	COc1ccc(CN(C)C(=O)c2ccc(NS(=O)(=O)c3ccc4[nH]c(=O)[nH]c4c3)cc2)c(OC)c1	nt	3	-25	-18	9	6	1	-10
31	O=C(N/N=C/c1ccccc1OC(=O)N1CCOCC1)c1cccs1	1	12	-3	-12	-8	-6	nt	nt
32	CO[C@@H](CN(C)Cc1ccc2c(c1)OCO2)[C@H](C)CN(C(=O)c1ccccc1)[C@H](C)CO	8	-1	-8	-1	1	nt	0	-1
33	Cc1ccc(S(=O)(=O)N2CCN(C3CC(=O)N(c4ccc(F)cc4)C3=O)CC2)cc1C (stereo not given)	-3	0	0	7	2	-12	1	2
34	CCOC(=O)N1CCN(Cc2nc(N)nc(Nc3ccc(C)cc3C)n2)CC1	8	-1	2	-7	1	-1	nt	nt
35	O=C(Oc1cccc(Nc2ncnc3ccccc23)c1)c1cccnc1	nt	3	-3	nt	-19	-27	0	19
36	COc1ccc(C#Cc2ccc3c(c2)[C@@H]2[C@@H](CCN2C(=O)C2CCCC2)[C@@H](CO)N3)cc1	-4	2	6	-2	-2	nt	nt	2
37	COc1ccc(C(CNC(=O)CSc2ccccc2C)N(C)C)cc1 (stereo not given)	nt	-4	-1	5	-8	-4	-2	5
38	COc1cc(C(=O)COC(=O)c2ccncc2)cc(OC)c1OC	9	2	0	-21	12	-8	-4	-1
39	C[C@H](CO)N1C[C@H](C)[C@@H](CN(C)CC2CCCCC2)Oc2ccc(NS(=O)(=O)c3ccccc3)cc2C1=O	-2	-4	9	7	-7	-5	2	nt
40	O=C(C[C@@H]1CC[C@@H](NC(=O)C2CCOCC2)[C@@H](CO)O1)Nc1ccccc1	6	1	10	-21	15	-11	nt	nt
41	COc1cccc(-c2ccc3n(c2=O)C[C@H]2[C@H](CO)[C@@H](C(=O)N(C)C)[C@@H]3N2C(=O)c2cnccn2)c1	nt	-4	-14	-13	-4	-11	2	nt
42	CC(=O)Nc1cccc(NC(=O)c2cccc(S(=O)(=O)N3CCN(Cc4ccccc4)CC3)c2)c1	1	-2	-11	19	-9	1	-2	-5
43	Cc1noc(C)c1S(=O)(=O)Nc1cccc2c1O[C@H](CN(C)C(=O)NC1CCCCC1)[C@H](C)CN([C@@H](C)CO)C2=O	-3	4	-66	-3	-2	nt	1	-10
44	Cc1ccccc1C(=O)Nc1ccc(C(=O)N/N=C/c2ccncc2)cc1	-12	1	-2	-15	3	-16	nt	-4
45	CC(=O)c1c(C)[nH]c(C(=O)COC(=O)Cc2ccccc2F)c1C	2	5	-1	-69	-91	-67	4	2
46	CO[C@@H]1CC[C@H]2CCN(C)C(=O)C[C@@H](c3ccccc3)CN(C)C(=O)c3cccc(C#N)c3OC[C@H]1O2	nt	-2	3	10	0	24	1	0
47	CC(=O)Nc1ccc(S(=O)(=O)N2CCCC(C(=O)N3CCN(c4ccccc4)CC3)C2)cc1 (stereo not given)	3	1	6	2	10	-2	-1	nt
48	CCNC(=O)C[C@H]1CC[C@@H]2[C@H](COC[C@H](O)CN2C(=O)Nc2ccc3c(c2)OCO3)O1	1	-1	-2	-16	-88	-60	3	-3
49	CCCC(=O)Nc1ccc2c(c1)OC[C@H](C)N(C)C[C@H](C)[C@@H](OC)CN(C)C2=O	nt	1	4	-12	nt	nt	nt	5
50	N#C/C(=C/c1ccc(N2CCCCC2)o1)c1cccc(F)c1	-1	1	22	20	0	nt	6	nt
51	Nc1cc(S(=O)(=O)O)cc2ccc(S(=O)(=O)O)cc12	0	1	16	9	-55	6	1	-5
52	COc1ccccc1S(=O)(=O)N[C@H]1C=C[C@H](CC(=O)NCc2cccc(F)c2)O[C@@H]1CO	-2	1	10	2	-6	2	-2	-11
53	Cc1cc(NC2CCCCC2)nc(N2CCOCC2)n1	-11	-1	1	-7	nt	nt	1	nt
54	COCC(=O)N1C[C@H](C)[C@@H](OC)CN(C)C(=O)c2cc(NC(=O)c3cnccn3)ccc2OC[C@@H]1C	3	-2	10	-12	6	3	3	-4
55	COCC(=O)N1[C@H](CO)[C@@H](c2ccccc2)C12CN(C(=O)Cc1ccccn1)C2	-4	2	97*	13	-5	-26	nt	nt
56	C[C@H]1CN([C@@H](C)CO)S(=O)(=O)c2ccc(C3=CCCC3)cc2O[C@@H]1CN(C)C(=O)c1cnccn1	8	nt	nt	-6	-11	0	nt	5
57	COc1ccccc1CN1CC(C(=O)N(C)CCOc2ccccc2)CCC1=O (stereo not given)	-1	-3	-3	4	nt	-16	2	-3
58	COc1ccc(C(=O)n2cnc3ccccc32)cc1[N+](=O)[O-]	-2	-3	-2	-5	11	15	-1	6
59	O=S(=O)(c1ccc(S(=O)(=O)N2CCC3(CC2)OCCO3)cc1)N1CCCC1	-1	-6	1	10	5	14	1	7
60	NC(=O)c1cccc(CS(=O)(=O)c2ccc(Cl)cc2)c1	nt	0	3	-1	9	2	7	6

S100A4 inh HTS, hit marks shown above.
No. | Molecule | PGC1a acetyl inh | ERAP1 inh | S100A4 inh HTS | LGR2 antag | PglD DTNB
55 | COCC(=O)N1[C@H](CO)[C@@H](c2ccccc2)C12CN(C(=O)Cc1ccccn1)C2 | -4 | 2 | 97* | 13 | nt

(further entries)
no.	canonical_smiles	PGC1a acetyl inh	ERAP1 inh	S100A4 inh HTS	LGR2 antag	EWS-Fli inh	PAX8 inh HTS	PglD DTNB	FN deposition inh
61	CCCNC(=O)[C@@H]1[C@@H](CO)[C@@H]2Cn3c(ccc(C4=CCCCC4)c3=O)[C@H]1N2	2	1	6	6	-5	1	-1	nt
62	CCn1nc(C(=O)NNC(=O)COc2ccccc2C)c2ccccc2c1=O	-4	3	-7	-5	7	4	0	6
63	Nc1nc(N2CCOCC2)nc(N(c2ccccc2)c2ccccc2)n1	4	-1	-1	nt	-5	-9	4	0
64	CC(C)CC#Cc1ccc([C@H]2[C@H](CO)N3CCCCN(C(=O)Nc4ccccc4)C[C@@H]23)cc1	-8	nt	nt	-5	16	-11	-2	-21
65	O=C(NCC1CCCO1)c1ccc(F)c2ccccc12 (stereo not given)	nt	-4	7	2	nt	-11	-1	-1
66	O=C(NCc1ccc2c(c1)OCO2)c1ccccn1	-7	nt	nt	nt	nt	-31	2	0
67	O=C(NC1CCCC1)C(c1ccncc1)N(C(=O)Cc1cccs1)c1cccc(F)c1 (stereo not given)	nt	2	-7	0	11	9	-1	1
68	CN(C)c1ccc(/C=C/c2ccncc2)cc1	3	nt	nt	nt	nt	-108	-2	-26
69	CCCCCCn1c(=O)n2n(c1=O)[C@@H]1CN(S(=O)(=O)c3ccc(C)cc3)C[C@]1(O)[C@@H](OC(=O)NCC1CCCCC1)C2	nt	3	-9	21	-4	30	0	-8
70	c1cncc(CSc2ccc(-c3cccnc3)nn2)c1	nt	-3	-4	-7	-15	-9	3	nt
71	COCCn1nnnc1SCC(=O)N1CCCCC1	-8	nt	nt	nt	nt	4	6	-3
